# High-throughput results as filed in PubChem.
# DAT uptake mod: changed hDAT dopamine uptake under cocaine IC80, either direction, primary screen, cocaine antagonist project, cell-based, LLC-PK1 hDAT, [14C]-dopamine uptake, MLSMR; 110,000 compounds, 1.3% hits; LLC-PK1 hDAT cells, [14C]-dopamine uptake with cocaine IC80; actives deviate in either direction; B-score at 10 µM; Sodium-dependent dopamine transporter (Homo sapiens), Q01959;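 active = Z score or B-score, a plate-position-corrected score, falls beyond the plate's 99.7% confidence bounds, in either direction; inactive = both scores lie inside the 99.7% bounds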;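 note: scored against the spread of the other compound wells on the same plate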
# PostGolgi yeast: phenotypic screen on post-Golgi transport, primary screen; post-Golgi transport phenotypic cell assay; inhibition, % at 10 µM; 98,000 compounds, 0.9% hits;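 note: yeast cells grown in 1536-well plates; yeast grown about 18 h at 30C before absorbance read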
# Ecoli WT expand: growth inhibitors of wild-type E. coli, primary screen, strain BW25113, expanded library, OD600; OD600 absorbance; growth inhibition, % at 100 µM; 98,000 compounds, 0.15% hits;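 active = growth inhibition above about 50% at one test dose, limit read from the data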;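 note: growth measured after 20 h incubation at 37 °C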
# LYP act: LYP phosphatase activators, primary screen, biochemical, DiFMUP fluorescence, 2 µM. activation, % at 2 µM. recombinant LYP; 0 = plate median, 100 = signal doubled. Tyrosine-protein phosphatase non-receptor type 22 (Homo sapiens), Q9Y2R2. 96,000 compounds, 0.11% hits;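 active = activation at 2 µM above a set limit, the mean plus 5 SD, cut at about 37% in these data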
# Target sequence (Q9Y2R2 whole entry, looked up): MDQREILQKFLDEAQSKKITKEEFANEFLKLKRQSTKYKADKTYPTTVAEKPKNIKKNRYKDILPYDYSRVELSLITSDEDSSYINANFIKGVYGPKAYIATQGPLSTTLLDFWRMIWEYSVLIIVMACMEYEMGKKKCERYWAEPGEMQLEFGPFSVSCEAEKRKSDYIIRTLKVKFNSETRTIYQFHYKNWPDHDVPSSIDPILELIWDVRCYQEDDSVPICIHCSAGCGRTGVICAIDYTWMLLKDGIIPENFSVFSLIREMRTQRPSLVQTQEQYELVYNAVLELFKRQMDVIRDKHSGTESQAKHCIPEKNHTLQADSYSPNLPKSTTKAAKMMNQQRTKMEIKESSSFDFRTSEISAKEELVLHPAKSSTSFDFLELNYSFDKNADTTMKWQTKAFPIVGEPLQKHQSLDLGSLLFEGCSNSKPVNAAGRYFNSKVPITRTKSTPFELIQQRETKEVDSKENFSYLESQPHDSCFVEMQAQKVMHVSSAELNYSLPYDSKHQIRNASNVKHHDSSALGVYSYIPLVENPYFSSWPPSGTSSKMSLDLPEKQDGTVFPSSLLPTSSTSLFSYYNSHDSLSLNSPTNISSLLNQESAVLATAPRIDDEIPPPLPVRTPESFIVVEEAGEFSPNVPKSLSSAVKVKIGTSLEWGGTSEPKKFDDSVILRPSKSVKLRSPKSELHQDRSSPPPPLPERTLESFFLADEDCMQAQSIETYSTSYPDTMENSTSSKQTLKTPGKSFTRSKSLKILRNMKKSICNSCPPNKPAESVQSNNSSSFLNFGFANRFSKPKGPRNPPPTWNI
# CYP2C9 inh: blockers of cytochrome P450 2C9 activity – biochemical, luminescence, ADME assay, primary screen. P11712. CYP2C9 Supersomes, luciferin-H conversion. inhibition, % at 5 µM. 96,000 compounds, 20% hits;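 active = blocking of liver enzyme CYP2C9 beyond about 50% at 5 µM, limit read from the data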; note: values of inactives mirror those of a sister screen read the other way
# PTK2B oligo ant: antagonists of Pyk2 self-association, primary screen, Q293 cells, FERM NanoBiT luminescence, HTS; active compounds read low; z-score (the deposit names both 25 µM and 10 µM); 99,000 compounds, 0.83% hits; AID 1347419, 2020;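 active = Z-score of -3 or lower, scaled per plate to the spread of control and sample wells; inactive = z-score above -3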;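 note: negative z-score means lost luminescence so less FERM oligomerization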
# CYP2C9 activ: human CYP2C9 activators, primary screen, biochemical, luminescence; 96,000 compounds, 1.4% hits; recombinant CYP2C9, luciferin-H conversion; active compounds read high; factor 1 = untreated enzyme, 0 = blocked; activation factor at 5 µM;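 active = activation factor of 2 or more for CYP2C9 at a 5 µM dose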;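 note: 0 = sulfaphenazole-blocked wells and 1 = vehicle-only wells; values of inactives mirror those of a sister screen read the other way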
# PostGolgi ctrl: growth inhibition of yeast control strain, primary screen, counter-screen for post-Golgi transport modulator project; 98,000 compounds, 5% hits; inhibition, % at 10 µM; efflux-deficient yeast background strain, growth absorbance A615, 16 h
# LYP inh 2: PTPN22 phosphatase inhibitors, primary screen, biochemical, DiFMUP fluorescence, 2 µM; recombinant LYP catalytic domain; inhibition, % at 2 µM; AID 640, 2007; Tyrosine-protein phosphatase non-receptor type 22 (Homo sapiens), Q9Y2R2; 96,000 compounds, 0.21% hits;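 active = inhibition at 2 µM at or above a set limit, the screen mean plus 3 SD, cut at about 24% in these data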;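 note: 0% = DMSO with enzyme and 100% = enzyme fully blocked by orthovanadate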
# * hit, by the source's call; · = no result given. Cut-off read from the data, not from the text of the source, unless noted: active = inhibition above about 30%; inactive = the rest.
SMILES,DAT uptake mod,PostGolgi yeast,Ecoli WT expand,LYP act,CYP2C9 inh,PTK2B oligo ant,CYP2C9 activ,PostGolgi ctrl,LYP inh 2
C=CCn1c(NC(=O)c2ccc(C)cc2)c(C#N)sc1=N,-0.31,-5,-4,4,-9,-0.5,1.1,4,-6
CC12CCCCN1CCCc1c2[nH]c2ccccc12 (centres undefined),-0.26,1,-4,-6,-1,-0.56,1,2,5
Cc1cccc(C2CC(c3ccc(Br)cc3)Nc3nc(N)nn32)c1 (centres undefined),1.1,0,2,-6,48,·,0.5,6,5
Cc1ccc(-c2cc(C(=O)NCc3ccc4c(c3)OCO4)no2)cc1,-0.66,3,-17,10,27,-1,0.7,3,-17
COc1ccccc1CNC(=O)COC(=O)c1ccc(S(=O)(=O)N2CCCC2)cc1,-0.64,-11,-5,-1,25,0.37,0.7,12,0
O=C(COc1ccc(S(=O)(=O)NC2CCCCC2)cc1)N1CCN(c2cccc(Cl)c2)CC1,0.23,14,-10,5,32,-0.57,0.7,41*,-7
CCOC(=O)C1=C(C)N=c2sc(=C(C)C)c(=O)n2C1c1ccc(N(C)C)cc1 (centres undefined),0.012,·,·,-8,·,1.6,·,·,8
CN(C)c1ccc(NC(=S)NC(=O)/C=C/c2ccc(Cl)cc2)cc1,-0.029,-7,-7,1,-13,-0.1,1.1,-9,5
C=CCc1ccc(OCCOCCNCCCC)c(OC)c1,0.86,1,1,-8,-8,0.53,1.1,7,9
O=C(Cn1cnc2ccccc21)N/N=C/c1ccccn1,-0.053,2,-3,3,29,0.78,0.7,23,2
O=C1CCCC2=C1C(c1ccco1)Nc1ccc3ccccc3c12 (centres undefined),-0.46,1,-1,-11,-5,-0.48,1,16,10
O=S(=O)(NC1CCCC1)c1ccccc1Cl,1.3,-10,1,-9,·,-0.21,·,3,6
COC(=O)c1ccc(NC(=O)Cn2nc(SC)n(N)c2=S)cc1,-0.019,-2,-3,·,8,0.35,0.9,2,·
Cc1cc(C(=O)CSc2nnc(-c3cccs3)n2Cc2ccccc2)c(C)n1C,0.82,-7,-15,1,43,-0.29,0.6,13,-3
CCOc1ccc(/C=N/Nc2nc(N3CCCC3)nc(N3CCCC3)n2)cc1OC,-0.0062,-3,5,0,0,-0.8,1,6,-3
COc1cccc(-n2cc3c(=O)n(C)c(=O)n(C)c3c2)c1,0.87,6,5,-2,-6,-0.95,1.1,10,-1
CN(C)c1oc(COc2ccccc2F)nc1C#N,-0.19,-6,14,9,42,1.2,0.6,7,-9
CCCOc1ccc(/C=C/C(=O)Nc2ccc([N+](=O)[O-])cc2)cc1,-0.0013,7,-18,-9,59*,1.1,0.4,95*,13
CCOC(=O)c1ccc(NC(=O)CC2C(=O)N(c3ccc(F)cc3)C(=O)N2CCC(C)C)cc1 (centres undefined),2.4,-5,-12,6,43,-1.5,0.6,2,-3
COC(=O)C(C(=O)OC)C(C[N+](=O)[O-])c1ccc(OC)cc1 (centres undefined),-1.7,-1,-5,-2,-6,-0.11,1.1,-6,7
O=S(=O)(c1ccc2c(c1)OCCO2)N1CCC(n2nnc3cc(C(F)(F)F)ccc32)CC1,1.2,4,-7,-3,-52,-0.02,1.5,20,3
CN1CCN(C(=O)c2ccc(N3CCCC3=O)cc2)CC1,-0.95,-1,10,-4,6,-0.28,0.9,2,5
CCOc1ccc(-c2cc(C(=O)N3CCN(C)CC3)c3ccccc3n2)cc1,0.51,0,10,·,22,-0.74,0.8,5,·
O=C(O)c1ccc(OCCn2ccnc2)cc1,-0.76,11,9,10,-6,·,1.1,-10,-9
N/C(=N\OC(=O)Cc1cccs1)c1ccccc1,0.074,6,17,1,23,0.74,0.8,-1,-1
COc1ccc(N2CCN(c3nc4c(c(=O)n(C)c(=O)n4C)n3Cc3ccccc3)CC2)cc1,1.3,13,-4,7,68*,0.23,0.3,10,-8
O=C(Cn1cccc1)Nc1ccc(F)cc1F,0.77,5,4,-3,-2,0.21,1,-10,2
Cc1nnc(SCC(=O)N2CCc3ccccc32)s1,-0.0042,-2,6,-14,7,-0.3,0.9,1,16
O=C(Nc1ccccn1)C1CCN(S(=O)(=O)c2cccs2)CC1,-1.8,4,4,·,49,-0.19,0.5,0,·
COc1ccc(CNc2ccccc2)cc1Br,-0.95,·,·,-6,·,1.9,·,·,5
COc1ccc(Cl)cc1S(=O)(=O)N1CCN(Cc2ccc3c(c2)OCO3)CC1,0.33,-4,-9,6,30,-0.59,0.7,15,-4
CCCc1[nH]nc2c1C(c1ccc(O)cc1OCC)C(C#N)=C(N)O2 (centres undefined),0.0026,2,1,-9,53*,-0.27,0.5,11,8
Cc1ccc(C2C(C=Nc3c(C)n(C)n(-c4ccccc4)c3=O)=C(c3ccccc3)Oc3ccccc32)cc1 (centres undefined),0.24,-10,-24,4,14,-0.42,0.9,7,0
N#CC1=C(N)N(c2ccc(F)cc2)C(=O)C1,-0.0041,-5,10,-3,-14,0.01,1.1,2,7
C=CCn1c(COc2ccc(Cl)cc2)nnc1SCC(=O)N/N=C/c1ccccc1,0.56,4,0,2,7,0.09,0.9,17,1
CCCS(=O)(=O)N1CCN(c2ccccn2)CC1,-1.7,1,3,-3,40,-0.47,0.6,23,2
CCOC(=O)CSc1nc2ccc(NC(C)=O)cc2s1,-0.81,-1,6,-8,72*,0.33,0.3,2,6
COc1ccc(N2C(=O)NC3CC2(C)Oc2ccc(Cl)cc23)cc1OC (centres undefined),·,9,0,-7,35,1.4,0.6,7,8
Cc1ccc(S(=O)(=O)N2Cc3ccccc3CC2C(=O)Nc2ccc3c(c2)OCO3)cc1 (centres undefined),-0.055,1,-13,-2,97*,-1.9,0,17,0
O=C(NCc1cccnc1)C1c2ccccc2C(=O)N1C1CCCC1 (centres undefined),0.0069,-2,3,·,32,·,0.7,-5,·
O=C(NC1CCCC1)C1CCN(S(=O)(=O)c2cccc3cccnc23)CC1,-0.022,-3,-5,-5,-213,1.1,3.1*,6,4
CC1CCCN(C(=O)C2CCN(CCCc3ccccc3)CC2)C1 (centres undefined),-0.65,12,-7,·,-7,·,1.1,29,·
CC(=O)c1ccc(NC(=O)C2CCCN2S(=O)(=O)c2cccc3cccnc23)cc1 (centres undefined),-0.79,5,6,-4,14,·,0.9,31*,1
COc1cccc(-c2nnn(CC(C)=O)n2)c1,-0.097,·,·,8,·,2.1,·,·,-7
O=C(NC1CCCCC1)C1CCN(S(=O)(=O)N2CCOCC2)CC1,0.32,-2,-7,-9,-9,0.64,1.1,4,6
Cc1ccccc1OCCn1c(=O)sc2ccccc21,1.4,·,·,3,·,-1.8,·,·,-4
CCOC(=O)c1sc2nc(NC(=O)C3CC3)sc2c1C,-0.15,-12,0,15,30,·,0.7,20,-18
COc1ccc(NC(=O)c2cnc(C)cn2)cc1-n1cnnn1,-0.69,-6,-5,8,-46,0.95,1.5,11,-5
O=C1c2ccccc2C(=O)C1Cc1cccc2ccccc12,-0.95,-10,-2,6,66*,-0.63,0.3,15,-5
Cc1nc(N2CCN(C)CC2)c2c(C)c(C(=O)Nc3ccc(C)c(F)c3)sc2n1,1,-4,9,9,47,0.18,0.5,4,-9
O=C(CN1CCOCC1)Nc1ccccc1-c1ccccc1,-1.9,5,0,7,-1,0.55,1,6,-9
O=C(c1ccc(=O)oc1)N1CCN(c2ccc(F)cc2)CC1,-0.89,1,-1,·,27,1,0.7,14,·
O=C(Nc1cccc2ccccc12)C12CC3CC(C1)CC(n1cnc([N+](=O)[O-])n1)(C3)C2,0.095,5,5,7,8,0.66,0.9,8,-8
CC(Sc1nnc(C(C)N(C)C)n1-c1ccc(Cl)cc1)C(=O)Nc1ccc2c(c1)OCO2 (centres undefined),0.6,2,-7,0,6,0.5,0.9,5,-4
COc1ccc2cc3cc(C(=O)NCc4ccco4)oc3nc2c1,0.2,1,-16,4,40,-0.1,0.6,1,-3
CC1(C)CNC(=O)C=C(c2ccccc2)C1,-0.0024,-14,3,-10,-23,0.11,1.2,2,10
Cc1c(C(=O)N2CCN(c3ccc(C(F)(F)F)cn3)CC2)oc2ccccc12,0.32,0,-2,2,34,0.29,0.7,10,-3
COc1cccc(Nc2nc(NCCO)c3ccccc3n2)c1,-0.081,10,41,18,48,-0.09,0.5,9,-20
CCn1c2ccccc2c2nnc(SCC(N)=O)nc21,0.017,1,4,-3,29,0.53,0.7,10,6
C(=N\n1cnc2ccccc21)/c1cccnc1,-0.0059,0,6,7,6,-0.15,0.9,7,-7

# (cont.)
SMILES,DAT uptake mod,PostGolgi yeast,Ecoli WT expand,LYP act,CYP2C9 inh,PTK2B oligo ant,CYP2C9 activ,PostGolgi ctrl,LYP inh 2
Cc1nnc(SCCn2c(N(C)Cc3ccccc3)nc3c2c(=O)n(C)c(=O)n3C)s1,-0.46,·,·,-4,·,0.99,·,·,3
COc1cc(C)ccc1OCCOc1c(Cl)cc(Cl)cc1Cl,1.1,0,-6,-5,-8,0.07,1.1,2,9
CN1CCN(C(=O)c2cc(-c3ccccc3)on2)CC1,-0.0051,8,7,6,-71,0.65,1.7,10,-11
CCOc1cccc(-c2nnc3sc(COc4ccc(OC)cc4)nn23)c1,-1.4,5,0,-19,21,-1.3,0.8,15,18
Cc1cc(Nc2nc3ccccc3[nH]c2=O)n(-c2ccccc2)n1,-0.89,-4,3,·,64*,-0.46,0.4,10,·
O=C(Cn1cccc1C(=O)c1ccccc1)NCc1cccnc1,-0.0085,-14,-2,-9,3,0.06,1,6,7
O=S(=O)(Nc1ccc2c(c1)OCCO2)c1ccc(Br)s1,-0.49,7,19,8,96*,-1.1,0,17,-5
CC(=O)NS(=O)(=O)c1ccc(NC(=O)c2cc(-c3ccc(C)c(C)c3)nc3ccccc23)cc1,0.081,-3,-5,-7,16,-0.9,0.8,-5,10
CCCOc1ccc(C2c3c(oc4cc(C)c(C)cc4c3=O)C(=O)N2CCCN2CCOCC2)cc1 (centres undefined),0.68,2,-7,21,91*,·,0.1,43*,-20
CCCCn1c(SCC(=O)N2CC(C)CC(C)C2)nc2cc(S(N)(=O)=O)ccc21 (centres undefined),-0.4,-7,4,·,12,0.03,0.9,-7,·
COc1ccc(C2CC(=O)C(C=NCCN3CCN(C(C)=O)CC3)=C(O)C2)cc1 (centres undefined),-0.29,·,·,-10,·,1.7,·,·,8
CCOc1ccc2nc(NC(=O)C(NS(=O)(=O)c3cccc4nsnc34)C(C)C)sc2c1 (centres undefined),-0.028,2,-8,-5,48,·,0.5,14,4
Cc1c(Cl)cccc1NC(=O)CC(C(=O)O)C1CCCO1 (centres undefined),0.014,8,5,-2,-64,0.13,1.6,3,2

# Six entries from above, tab-delimited.
SMILES	DAT uptake mod	PostGolgi yeast	Ecoli WT expand	LYP act	CYP2C9 inh	PTK2B oligo ant	CYP2C9 activ	PostGolgi ctrl	LYP inh 2
CN(C)c1ccc(NC(=S)NC(=O)/C=C/c2ccc(Cl)cc2)cc1	-0.029	-7	-7	1	-13	-0.1	1.1	-9	5
C=CCc1ccc(OCCOCCNCCCC)c(OC)c1	0.86	1	1	-8	-8	0.53	1.1	7	9
O=C(Cn1cnc2ccccc21)N/N=C/c1ccccn1	-0.053	2	-3	3	29	0.78	0.7	23	2
O=C1CCCC2=C1C(c1ccco1)Nc1ccc3ccccc3c12 (centres undefined)	-0.46	1	-1	-11	-5	-0.48	1	16	10
O=S(=O)(NC1CCCC1)c1ccccc1Cl	1.3	-10	1	-9	·	-0.21	·	3	6
COC(=O)c1ccc(NC(=O)Cn2nc(SC)n(N)c2=S)cc1	-0.019	-2	-3	·	8	0.35	0.9	2	·
